H9c2 TAG inh – reduces triacylglycerol accumulation in H9c2 cells | inhibition, % at 12.5 µM | 230,000 tested, 0.66% active | AID 651582 | Nile Red lipid (TAG) fluorescence; cells loaded with 200 µM oleic acid;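 active = pattern-corrected inhibition of lipid staining of at least 50% with the nuclear-stain viability signal not falling by more than 50%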;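 note: 0% = DMSO wells and 100% = triacsin C control wells; some results filed as inactive read as strong as hits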
H9c2 TAG inh DAPI viability – also measured in H9c2 TAG inh; calls as there; DAPI nuclei signal change (viability), lower = more cytotoxic, %;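 whole-well DAPI fluorescence read on a plate reader as a viability signal; minus 50 percent equals half of cells still viable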
Active calls of the source: *; & = joins results of further samples. These rows are one share of the data; the hit share may differ from the screen's.

The first 18 entries, to show the layout:
SMILES | H9c2 TAG inh | H9c2 TAG inh DAPI viability
O=C(Nc1ccc(Nc2ccccc2)cc1)c1ccc(Cl)cc1 | -13 | 7
CC(=O)Oc1ccc2oc(=O)c3c(c2c1)CCCN3C(=O)CN1CCOCC1 | -5 | 10
COc1ccc2oc(C(=O)N3CCc4ccccc43)c(C)c2c1 | -6 | 2
CN(Cc1ccccc1)C(=O)COc1ccc(N(C)S(=O)(=O)c2ccc(F)cc2)cc1 | -5 | -3
O=c1c2cc(C(F)(F)F)ccc2sn1-c1ccccc1 | -3 | -14
CN1CCc2c(sc(NC(=O)c3ccc4ccccc4c3)c2C(N)=O)C1 | 28 | 14
C/C(=N\NC(=S)NCC(C)(C)C)c1cc(F)cc(F)c1O | 8 | -5
O=C(COC(=O)Cc1cccc(C(F)(F)F)c1)NCc1ccco1 | 9 | -2
C#CCN1C=CC(=O)[C@@H](OC(=O)Nc2ccc(Cl)cc2)[C@H]1c1ccccc1Br | 2 | -5
C=CCOc1ccccc1OCC(O)CNC(C)C (stereo unspecified) | 10 | 4
Cc1cc2ncn(-c3ncnc4sc(C)c(C)c34)c2cc1C | 8 | -14
O=C(NCC1CCCO1)c1onc(CSc2ccc(F)c(F)c2)c1C(=O)O (stereo unspecified) | 1 | 11
CCOC(=O)/C=C/COc1ccccc1[N+](=O)[O-] | 15 | -7
Cc1ccc(CNC(=O)c2ccc(NS(=O)(=O)c3c(C)noc3C)cc2)cc1 | 3 | -11
CCCCC1CCC(c2ccc(C(N)=O)cc2)CC1 (stereo unspecified) | -11 | 5
COc1ccc(NC(=O)C2COc3ccccc3O2)cc1 (stereo unspecified) | 9 | -6
Cc1ccnc(NC(=O)c2cccs2)c1 | -9 | 17
Cc1ccc(C(=O)c2oc3nc(C)cc(C)c3c2N)cc1 | -2 | 5

All compounds of this part, previewed entries included:
SMILES | H9c2 TAG inh | H9c2 TAG inh DAPI viability
O=C(Nc1ccc(Nc2ccccc2)cc1)c1ccc(Cl)cc1 | -13 | 7
CC(=O)Oc1ccc2oc(=O)c3c(c2c1)CCCN3C(=O)CN1CCOCC1 | -5 | 10
COc1ccc2oc(C(=O)N3CCc4ccccc43)c(C)c2c1 | -6 | 2
CN(Cc1ccccc1)C(=O)COc1ccc(N(C)S(=O)(=O)c2ccc(F)cc2)cc1 | -5 | -3
O=c1c2cc(C(F)(F)F)ccc2sn1-c1ccccc1 | -3 | -14
CN1CCc2c(sc(NC(=O)c3ccc4ccccc4c3)c2C(N)=O)C1 | 28 | 14
C/C(=N\NC(=S)NCC(C)(C)C)c1cc(F)cc(F)c1O | 8 | -5
O=C(COC(=O)Cc1cccc(C(F)(F)F)c1)NCc1ccco1 | 9 | -2
C#CCN1C=CC(=O)[C@@H](OC(=O)Nc2ccc(Cl)cc2)[C@H]1c1ccccc1Br | 2 | -5
C=CCOc1ccccc1OCC(O)CNC(C)C (stereo unspecified) | 10 | 4
Cc1cc2ncn(-c3ncnc4sc(C)c(C)c34)c2cc1C | 8 | -14
O=C(NCC1CCCO1)c1onc(CSc2ccc(F)c(F)c2)c1C(=O)O (stereo unspecified) | 1 | 11
CCOC(=O)/C=C/COc1ccccc1[N+](=O)[O-] | 15 | -7
Cc1ccc(CNC(=O)c2ccc(NS(=O)(=O)c3c(C)noc3C)cc2)cc1 | 3 | -11
CCCCC1CCC(c2ccc(C(N)=O)cc2)CC1 (stereo unspecified) | -11 | 5
COc1ccc(NC(=O)C2COc3ccccc3O2)cc1 (stereo unspecified) | 9 | -6
Cc1ccnc(NC(=O)c2cccs2)c1 | -9 | 17
Cc1ccc(C(=O)c2oc3nc(C)cc(C)c3c2N)cc1 | -2 | 5
COc1ccc2c3n([n+]([O-])c2c1)CCN=C3c1cc(Cl)c(N)c(Cl)c1 | 17 | -7
Cn1ncc(C(=O)N=S(C)(=O)c2ccccc2)c1[N+](=O)[O-] (stereo unspecified) | -6 | 4
O=C1Nc2c(c(=O)[nH]c(=O)n2-c2ccc(F)cc2)C1(NS(=O)(=O)c1ccccc1)C(F)(F)F (stereo unspecified) | 1 | 2
CCOC(=O)C1(C)CCCN1C(=O)c1ccccc1F (stereo unspecified) | 15 | -16
O=C(CCCn1c(=S)[nH]c2ccccc2c1=O)NCc1ccco1 | 16 | -18
CCOc1cc(CNc2ccc(O)cc2)cc(Br)c1OCc1ccccc1F | -26 | 2
CN(C)CC[C@@H](c1ccc(Cl)cc1)c1ccccn1 | -13 | 8
(list continues)
SMILES | H9c2 TAG inh | H9c2 TAG inh DAPI viability
CCCn1nc(C(=O)NNC(=O)CCOc2ccccc2OCC)c2ccccc2c1=O | -1 | -4
CCCCn1c(=O)c(CCC(=O)O)nc2ccccc21 | 4 | 1
O=C(CCNS(=O)(=O)c1ccc(Cl)cc1)N1CCC2(O)CCCCC2C1 (stereo unspecified) | -11 | -6
CCOC(=O)c1cnc(SCC#N)nc1N | 4 | -2
CN(CCO)C(=O)C1CCN(c2ncc(C(F)(F)F)cc2Cl)CC1 | -2 | 0
O=C(COC(=O)c1ccc(S(=O)(=O)N2CCOCC2)cc1)NC1CCCCCCC1 | -9 | 2
COc1ccc(N2C(=O)/C(=C/c3ccc([N+](=O)[O-])cc3)N=C2C)c(OC)c1 | 7 | 3
COCC(=O)N(C)[C@H]1C[C@H]2c3cc(-c4ccccc4)ccc3CCN2C(=O)[C@H]1[C@H](C)O | -3 | 16
CCOc1cc(C2c3c(n[nH]c3C)C(=O)N2c2ccc(Br)cc2)ccc1O (stereo unspecified) | -12 | 4
Cn1c(C(=O)NCCCN2CCCCCC2)cc2c(=O)n(C)c3ccccc3c21 | 37 | 22
CC(=O)C1=C(O)C(=O)N(CCCn2ccnc2)C1c1ccc(Br)cc1 (stereo unspecified) | -4 | 6
CCCCNC(=O)CCN1N=C(c2ccccc2)CCC1=O | 1 | 0
O=c1cc(-c2ccccc2)[nH]c2ccc(F)cc12 | 65* | -43*
CCOc1ccc(S(=O)(=O)NCc2cccnc2)cc1C | 5 | -1
Cc1ccc(S(=O)(=O)N(C)CC(=O)O/N=C(\N)c2ccc([N+](=O)[O-])cc2)cc1 | -15 | -3
COc1ccc(Cl)cc1C(=O)NC1CC(C)(C)NC(C)(C)C1 | 2 | 12
O=C(Cc1ccc(Cl)cc1Cl)OCC(=O)c1ccc[nH]1 | 3 | 4
Cc1cccc(NC(=O)COc2cccc3c2CCN(C)C3=O)c1 | 8 | -12
CC(=O)N1CCN(C(=S)NC(=O)c2ccc(F)cc2)CC1 | -7 | -5
CNC(C)C#Cc1ccc2sc3cccc(OC)c3c(=O)c2c1 (stereo unspecified) | 23 | -4
Cc1ccc(CN(C)C(=O)COC(=O)CSc2ccc(C(N)=O)cc2[N+](=O)[O-])cc1 | 8 | -1
Cc1ccc(C)c(NC(=O)CN(C)C(=O)c2cccc(-n3cccc3)c2)c1 | 9 | -3
COc1cccc(C(c2nnnn2Cc2ccco2)N2CCN(c3cccc(C)c3C)CC2)c1OC (stereo unspecified) | 48 | -9
CC(NC(=O)c1ccnc(C(C)(C)C)c1)c1ccccc1 (stereo unspecified) | 1 | -8
O=C(NCCCn1ccnc1)/C(=C\c1ccccc1Cl)NC(=O)c1ccccc1 | -11 | 0

Full records, quoted from the list. Values in the order: H9c2 TAG inh, H9c2 TAG inh DAPI viability
Cc1ccc(S(=O)(=O)N(C)CC(=O)O/N=C(\N)c2ccc([N+](=O)[O-])cc2)cc1 as listed: -15, -3
CCOc1cc(C2c3c(n[nH]c3C)C(=O)N2c2ccc(Br)cc2)ccc1O (stereo unspecified) as listed: -12, 4

(continued)
SMILES | H9c2 TAG inh | H9c2 TAG inh DAPI viability
O=C(Nc1cc([N+](=O)[O-])ccc1F)c1ccc2c(c1)OCCO2 | -11 | 3
COc1cc(C)ccc1OCCCOc1cc(C)ccc1Cl | -20 | 6
CCN1CC(CN(C)Cc2nc(-c3ccc(Cl)cc3)no2)CC1=O (stereo unspecified) | 4 | 3
Cc1ccnc(NC(=O)c2ccc3c(c2)C(=O)N(CCC(C)C)C3=O)c1 | 8 | -2
COCCn1c(=O)[nH]c(=O)c2cc(C(=O)c3cc(Cl)ccc3O)cnc21 | 8 | 1
O=C(CC1C(=O)NCCN1C(=O)Nc1ccc(Cl)cc1)Nc1ccc(F)cc1 (stereo unspecified) | 15 | 6
CCn1c(SCC(=O)N2CCOCC2)nc2c(c1=O)SC(C)C2 (stereo unspecified) | -20 | 26
O=C(CCCc1nc(-c2ccc(Cl)cc2)no1)N1CCOCC1 | -3 | -2
COc1cc(/C=C/C(=O)O)cc(OC)c1O | 2 | 1
CN(C)CCN(C(=O)c1ccc(S(=O)(=O)N(C)c2ccccc2)cc1)c1nc2cc3c(cc2s1)OCO3 | 6 | 4
C=CCOc1ccc(C2C(C(=O)c3ccco3)=C(O)C(=O)N2CCCN(CC)CC)cc1 (stereo unspecified) | -3 | 2
O=C(NN=Cc1ccccc1C(=O)O)c1cccc(S(=O)(=O)Nc2cccc(C(F)(F)F)c2)c1 | 4 | -4
Cc1cccc(OCc2nnc(-c3ccc(F)cc3)o2)c1 | 16 | -13
COCC#Cc1cnc2c(c1)C(=O)N([C@H](C)CO)C[C@H](C)[C@@H](CN(C)S(=O)(=O)c1ccccc1)O2 | -17 | 8
O=C(COC(=O)C1CC2C=CC1C2)Nc1ccccc1[N+](=O)[O-] (stereo unspecified) | 6 | -6
NCCCCc1cn(CC(=O)N2CCNCC2)nn1 | -12 | -3
CCC(C)c1ccccc1N1CC(C(=O)Nc2ccc(N3CCOCC3)cc2)CC1=O (stereo unspecified) | -16 | -4
N#Cc1ccccc1NC(=O)COC(=O)/C=C/c1cn(-c2ccccc2)nc1-c1ccc(Cl)cc1 | 84 | -58
Cc1ccc(N(C)C(=O)CCS(=O)(=O)c2cc3c(cc2Cl)NC(=O)CO3)cc1 | 1 | 10
Cc1cccc(NC(=O)COC(=O)c2ccc(C)c(S(=O)(=O)N3CCCCC3)c2)c1 | -20 | 5
CCc1nc2ccc(C(=O)NCCCn3ccnc3)cn2c1N(C)CCC(C)C | -7 | 10
Cc1cccc(C(=O)N[C@H](C(=O)Nc2ncc(C)s2)C(C)C)c1 | 65* | -43*
O=C(NCCCN1CCOCC1)c1ccco1 | 1 | 2
COc1cc(-c2n[nH]c(=S)n2-c2ccccc2C(F)(F)F)cc(OC)c1OC | 2 | 1
COc1cccc(CNC(=O)c2ccc(OCC(=O)N3CCOCC3)c(OC)c2)c1 | 5 | 0
The list continues.
SMILES | H9c2 TAG inh | H9c2 TAG inh DAPI viability
CN1CC(O)(C(O)C(O)C(O)CO)SC1=S (stereo unspecified) | 4 | -3
Cc1c(C)c(C)c(S(=O)(=O)N2CCNCC2)c(C)c1C | 4 | 8
O=c1[nH]c2ccccc2n1Cc1ccccc1 | -7 | 10
CCC(=O)N(CC(=O)Nc1sc(C)c(C)c1C(N)=O)Cc1ccc(F)cc1 | -28 | 6
CCCCN(C(=O)Cc1ccc(S(=O)(=O)N2CCOCC2)s1)c1c(N)n(CC(C)C)c(=O)[nH]c1=O | 9 | -1
Cc1cc(NC(=O)CSCCc2ccncc2)no1 | -12 | 1
CC1(C(=O)Nc2cccc(NS(C)(=O)=O)c2)CCN1Cc1ccccc1OC(F)F (stereo unspecified) | -16 | -1
COc1cc(NC(=O)Nc2cccc(Cl)c2)c(OC)cc1NC(=O)CN1CCCCC1 | 26 | 5
N#Cc1ccc(OC(=O)Cc2ccsc2)cc1 | 5 | 1
COC(=O)c1sccc1NC(=S)N1CCCC(C)C1 (stereo unspecified) | -14 | 0
Cc1cc(C)n2nc(C(=O)OCC(=O)c3cc(C)n(C)c3C)nc2n1 | -14 | 0
COC(=O)C1=C(C)NC(C)=C(C(=O)OC)C1C(=O)OCc1nc2cc(C(=O)OC)ccc2c(=O)[nH]1 | -1 | -1
O=C(NCc1ccco1)C(=O)NCC1OCCN1S(=O)(=O)c1ccc(F)cc1 (stereo unspecified) | -4 | 6
COc1cc2c(cc1OC)CN(C(=O)c1cc(S(=O)(=O)N3CCOCC3)ccc1C)CC2 | -3 | 4
Cc1cc(NC(=O)COC(=O)c2ccccc2NCCO)no1 | 7 | 4
O=C(O)CN=C(NS(=O)(=O)c1ccc(Cl)cc1)c1ccc(F)cc1 | 20 | -1
Cc1cccc(C)c1OCC(O)Cn1ccnc1C (stereo unspecified) | 13 | -6
Cc1csc(NC(=O)C2CSC3(C)CCC(=O)N23)n1 (stereo unspecified) | 0 | -2
Cc1ccc(C(=O)Nc2c(C)cc(-c3ccc(Cl)cc3)oc2=O)cc1 | -12 | 0
Cc1onc(-c2ccccc2)c1C(=O)Oc1ccccc1 | -3 | 6
COC(=O)c1cccnc1Oc1ccccc1 | 2 | 0
COc1cccc(CC(=O)Nc2ccc(-c3csc(C)n3)cc2)c1 | 10 | -2
Cc1ccc(N2CC(C(=O)Nc3nnc(SCC(N)=O)s3)CC2=O)cc1C (stereo unspecified) | 8 | -6
NS(=O)(=O)c1ccc(S(=O)(=O)NCCc2ccccc2)cc1 | -17 | 11
S=c1nc[nH]c2nc[nH]c12 | 1&-11 | 3&-5
New compounds follow.
SMILES | H9c2 TAG inh | H9c2 TAG inh DAPI viability
CCOc1ccc(CN(C(=O)c2cc3ccccc3oc2=O)C2CC2)cc1 | -2 | 6
O=C(CSc1nccc(=O)[nH]1)N1CCOCC1 | 3 | 3
O=C(OCC(=O)N1CCC(Cc2ccccc2)CC1)c1ccccc1O | -12 | 6
Cc1cc(C)cc(N(CC(=O)N2CCC(C)CC2)S(=O)(=O)c2ccccc2)c1 | -25 | 1
CC(=O)Nc1sc(C)c(C)c1C(=O)OCC(=O)NCc1ccc(Cl)cc1 | -32 | 6
CC(=O)Nc1c(NC(C)(C)C)c2ccccc2oc1=O | -13 | -2
C[N+](C)(C)CCNC(=O)c1c(O)c2c([nH]c1=O)CCCC2 | -10 | 1
CC(=O)N(CCc1ccccc1)Cc1cc2ccc(C)c(C)c2[nH]c1=O | 6 | 5
